Source: PubChem
bIAP inhibitor: blocks bovine intestinal alkaline phosphatase activity; purified bovine IAP, CDP-star luminescence, 30 min; inhibition, % at 20 µM; 190,000 tested, under 10 active; AID 1019;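 active = over 50% inhibition of intestinal alkaline phosphatase at 20 µM in the single-dose screen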
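Assay system – bovine IAP enzyme · Quantity – bovine IAP at 1/65,000,000 final dilution · Detection – CDP-star luminescence signal · Times – 30 min reaction at room temperature · Also added – CDP-star substrate at 30 µM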
PPARg SRC-1 ag: agonists of human PPARgamma SRC-1 coactivator recruitment; P37231; PPARgamma-SRC-1 coactivator recruitment biochemical assay; activation, % at 8 µM; 0.41% of 200,000 active; AID 631; in the data active = activation above about 19%;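 also: 0% = DMSO and 100% = reference agonist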
Target sequence (P37231 whole entry, looked up): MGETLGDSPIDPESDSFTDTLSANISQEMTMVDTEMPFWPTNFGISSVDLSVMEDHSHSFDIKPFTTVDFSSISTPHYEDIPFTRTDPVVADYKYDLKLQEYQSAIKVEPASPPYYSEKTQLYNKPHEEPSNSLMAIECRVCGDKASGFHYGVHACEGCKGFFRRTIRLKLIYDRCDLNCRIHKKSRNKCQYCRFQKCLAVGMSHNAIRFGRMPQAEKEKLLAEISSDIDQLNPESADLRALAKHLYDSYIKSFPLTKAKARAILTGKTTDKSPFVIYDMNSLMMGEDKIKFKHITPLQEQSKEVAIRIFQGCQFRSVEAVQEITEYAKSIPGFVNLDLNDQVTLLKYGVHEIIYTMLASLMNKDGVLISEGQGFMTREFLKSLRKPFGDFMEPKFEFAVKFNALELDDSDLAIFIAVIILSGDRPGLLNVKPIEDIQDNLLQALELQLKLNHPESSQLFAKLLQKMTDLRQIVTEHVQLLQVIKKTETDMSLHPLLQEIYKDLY
SRC2 TRFRET art: TR-FRET artefact, counter-screen to PPARgamma/SRC-2 agonist assay | active compounds read high | TR-FRET ratio at 8 µM | 0.4% of 200,000 active | AID 1049; in the data active = TR-FRET ratio above about 2000; also: inactives centre near 1500; reference of the scale not given here
PPARg SRC-2 ag: PPARgamma-driven SRC-2 recruitment agonism; P37231; PPARgamma LBD-SRC-2 recruitment, biochemical; activation, % at 8 µM; 0.34% of 200,000 active; in the data active = activation above about 22%;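 also: 0% = vehicle and 100% = reference agonist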
TNAP inh hiacc: blocks human TNAP under high phosphate acceptor concentration. purified TNAP, CDP-star luminescence, 1 M DEA. inhibition, % at 20 µM. 0.03% of 200,000 active;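 active = over 50% inhibition of tissue-nonspecific alkaline phosphatase at 20 µM in the single-dose screen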;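 also: plate controls were DMSO wells for no effect and EDTA-quenched wells as full inhibition for full effect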
Target sequence (P05186 whole entry, looked up): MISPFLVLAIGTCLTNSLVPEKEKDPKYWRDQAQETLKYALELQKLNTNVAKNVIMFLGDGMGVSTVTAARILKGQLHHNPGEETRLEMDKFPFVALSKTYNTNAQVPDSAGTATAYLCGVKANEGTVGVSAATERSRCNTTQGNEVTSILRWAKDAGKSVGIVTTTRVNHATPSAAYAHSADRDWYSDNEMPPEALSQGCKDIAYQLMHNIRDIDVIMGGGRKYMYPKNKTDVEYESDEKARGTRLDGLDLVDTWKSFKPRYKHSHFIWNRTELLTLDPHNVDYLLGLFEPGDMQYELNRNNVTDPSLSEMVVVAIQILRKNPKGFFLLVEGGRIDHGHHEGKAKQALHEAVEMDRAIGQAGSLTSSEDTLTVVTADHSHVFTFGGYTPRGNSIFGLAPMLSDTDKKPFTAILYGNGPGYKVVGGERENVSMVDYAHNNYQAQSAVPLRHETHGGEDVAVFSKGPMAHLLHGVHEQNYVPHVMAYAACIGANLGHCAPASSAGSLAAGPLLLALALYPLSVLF
TNAP inh no acc: TNAP (human) inhibition, acceptor-free conditions | P05186 | purified TNAP, CDP-star luminescence, 30 min | inhibition, % at 20 µM | 0.26% of 200,000 active;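 active = tissue-nonspecific alkaline phosphatase inhibition above about 50% at 20 µM in the single-dose screen, limit read from the data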;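 also: 0% = DMSO negative control and 100% = EDTA positive control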
Efa HMGR inh: E. faecalis class II HMG-CoA reductase inhibition | inhibition, % at 10 µM | 0.41% of 190,000 active | purified E. faecalis HMGR, NADPH absorbance 340 nm kinetic;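 active = inhibition above a set limit, the median over all tested compounds plus 3 SD, cut at about 9.5% in these data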;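 also: enzyme runs in reverse so mevalonate oxidation gives rising NADPH absorbance; 0% = complete reaction with DMSO and 100% = background rate lacking mevalonate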
PPARg SRC3 recr: PPARgamma-driven SRC-3 recruitment agonism | P37231 | 0.26% of 200,000 active | biochemical PPARgamma/SRC-3 coactivator recruitment assay | activation, % at 8 µM | AID 731; in the data active = activation above about 23%;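 also: 0% = DMSO and 100% = reference agonist; some compounds past the cut are filed as inactive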
TNAP act hi DEA: TNAP (human) activation, high acceptor. P05186. purified TNAP, CDP-star luminescence, 1 M DEA, 30 min; active compounds read high; 0 = EDTA background, 1 = DMSO-only activity. activation factor at 20 µM. 200,000 tested, under 10 active. AID 1136;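 active = activation factor at least 2 at 20 µM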
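Test system – human TNAP · Doses – 20 µM single point · Incubation – 30 min, room temperature · Signal – luminescent substrate turnover signal · Read-out basis – activation factor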
bIAP act: intestinal alkaline phosphatase (bovine) activation | purified bovine IAP, CDP-star luminescence, 30 min; active compounds read high; fold of DMSO-control signal, blank-subtracted | activation factor at 20 µM | 0.17% of 200,000 active | AID 1016;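 active = activation factor of 2 or more at 20 µM, a signal rise over negative controls twice the positive control's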
The depositor's hits bear a star; · = not tested or not shown.

The line under a structure holds: TNAP inh hiacc, TNAP inh no acc, PPARg SRC-1 ag, PPARg SRC-2 ag, PPARg SRC3 recr, bIAP act, SRC2 TRFRET art, TNAP act hi DEA, bIAP inhibitor, Efa HMGR inh
- O=C(N/N=C/c1ccc(Br)s1)c1ccccn1
  0.9, -8.6, -4.9, -2.4, -3.5, 1, 1329, 1, 2.1, 2.9
- O=C1CCSc2ccc(Cl)cc2N1Cc1cccc(Cl)c1
  -3.5, 13.8, 4.7, 0.2, 0.1, 0.8, 1661, 1, 20.5, -5.3
- CCOC(=O)c1cc(C(=O)OCC)c2cccc(C)n2c1=O
  -1.2, -13.0, -3.9, 5.2, 2.8, 0.8, 1380, 1, 20.0, -1.8
- COC(=O)c1ccc(C(=O)OC)c(-n2c(=O)c3ccccc3c3ccccc3c2=O)c1
  -1.0, -9.6, 5.6, 0.8, -2.4, 1, 1531, 1, -4.6, -4.7
- COc1cccc(N2CCN(S(=O)(=O)c3cccc4nsnc34)CC2)c1
  3.4, -1.8, 7.8, 9.6, 3.5, 0.9, 1604, 1, 9.6, -0.2
- Cc1c(C=O)c2ccccn2c1C(=O)c1ccncc1
  -2.3, -5.4, 0.0, -6.1, -0.5, 0.9, 1390, 1, 5.1, -3.2
- COC(=O)C1=C(N)c2ccccc2C1(C#N)c1ccccc1 (stereo not given)
  6.9, -1.8, -5.9, 6.4, -0.2, 0.8, 1356, 0.9, 16.3, 3.0
- Cc1ccccc1CCN(C(=O)Cn1nnc2ccccc21)C(C(=O)NCC1CCCO1)c1nc2ccccc2n1C (stereo not given)
  -1.1, -15.6, 10.1, 3.8, 5.9, 1.1, 1551, 1, -6.9, -0.4
- O=C(CSc1ccc(-c2ccccn2)nn1)c1ccc(F)cc1
  -4.0, -16.4, 2.2, -1.5, 1.6, 0.9, 1797, 1, 10.1, -4.2
- CN1CCN(Cc2cc(Cl)c3cccnc3c2OC(=O)c2cccs2)CC1
  -2.7, -5.3, -3.4, -4.5, -3.9, 1, 1679, 1, 4.5, -10.6

Continuation:
The line under a structure holds: TNAP inh hiacc, TNAP inh no acc, PPARg SRC-1 ag, PPARg SRC-2 ag, PPARg SRC3 recr, bIAP act, SRC2 TRFRET art, TNAP act hi DEA, bIAP inhibitor, Efa HMGR inh
- CC1CCC(N2CCN(c3ncccn3)CC2)CC1 (stereo not given)
  -4.9, -11.5, -6.2, -8.8, -0.2, 0.9, 1439, 1, 10.0, -5.0
- COc1ccc(N(CC(=O)N/N=C/c2ccc(-c3ccc([N+](=O)[O-])cc3)o2)S(=O)(=O)c2ccc(C)cc2)cc1
  4.2, 9.8, -1.0, -0.5, -5.5, 0.9, 1431, 1, 14.6, -1.8
- Cc1[nH]n(-c2ccccc2)c(=O)c1-c1ccc(Cl)cc1
  -1.1, -14.9, 7.0, 3.4, -4.7, 0.8, 1372, 1, 22.8, -4.4
- CC1(C)CC(=O)C(C(=S)Nc2ccccc2)=C(NC2CC(C)(C)NC(C)(C)C2)C1
  -3.2, 0.6, 1.8, 2.6, -0.9, 1.1, 1633, 1, -8.2, -3.2
- CC(=O)NCc1cc(-c2ccc(Cl)cc2)no1
  -3.2, -9.1, -4.6, 7.6, 2.5, 1.1, 1538, 1, -5.6, -2.2
- COc1ccc(NC(=O)Cn2ncc(Cl)c(Cl)c2=O)cc1S(=O)(=O)N1CCOCC1
  -1.2, -15.7, -5.1, -5.3, 2.9, 1, 1396, 1, 4.5, -0.2
- CCOC(=O)CN1c2ccccc2NC(=O)CC1C (stereo not given)
  -7.9, -19.0, 7.7, 5.0, -0.3, 0.9, 1717, 1.1, 12.6, 3.3
- O=C(c1ccc(CNc2c(N3CCCC3)c(=O)c2=O)cc1)N1CCc2ccccc2C1
  -3.3, -11.2, 10.1, 9.1, 7.1, 1.1, 1544, 1, -7.8, -3.8
- Cc1nc(SCC(=O)NCc2ccco2)nc(C)c1C
  -4.4, -4.4, 2.9, -2.3, -5.0, 1.1, 1351, 1, -9.3, -2.9
- O=C(CNC(=S)N(Cc1ccccc1)Cc1cccs1)NCc1ccc(F)cc1
  -8.2, -25.6, 0.0, 0.7, 1.4, 1.2, 1655, 1.1, -19.7, -7.2

The listing continues.
The line under a structure holds: TNAP inh hiacc, TNAP inh no acc, PPARg SRC-1 ag, PPARg SRC-2 ag, PPARg SRC3 recr, bIAP act, SRC2 TRFRET art, TNAP act hi DEA, bIAP inhibitor, Efa HMGR inh
- COc1ccc(/C=C/C(=O)O)cc1S(=O)(=O)N1CCc2ccccc2C1
  -5.5, -5.5, -4.8, 4.6, -3.2, 1.1, 1489, 1.1, -14.6, -3.8
- CC(=C/c1ccccc1)/C=N/Nc1nc(N2CCOCC2)nc(N2CCOCC2)n1
  1.8, -16.5, 6.4, -8.6, -2.9, 0.8, 1357, 1, 19.4, 1.6
- CCCCOC(=O)CCCc1ccc([N+](=O)[O-])cc1[N+](=O)[O-]
  1.6, -2.2, 5.2, 3.4, -0.4, 1, 1603, 1, 1.4, -3.2
- O=C(N/N=C/c1cn(CCOc2ccccc2)c2ccccc12)c1ccncc1
  -7.4, -5.7, 1.8, -5.8, -5.2, 1.1, 1756, 1.1, -7.3, -5.9
- N#Cc1cc2c(nc1SCC(=O)Nc1sc3c(c1C#N)CCC3)CCC2
  5.6, -7.5, 3.5, -3.7, -12.2, 0.9, 1487, 0.9, 11.7, -4.7
- COc1ccc2cc(C(N)=O)/c(=N/NC(=O)c3ccco3)oc2c1
  8.2, 20.7, -4.1, 6.2, -0.9, 1, 1442, 0.9, 2.3, -4.8
- N#Cc1ccc(C(=O)NCC(c2ccco2)N2CCCCC2)cc1 (stereo not given)
  -3.1, -7.0, 10.0, 2.8, -4.3, 1, 1435, 1, 4.9, -0.1
- CCOC(=O)c1nc(N2CCN(C(=O)OCC)CC2)c2c3c(sc2n1)CCCC3
  -3.2, -2.3, 7.2, -1.6, 11.1, 1, 1772, 1, 0.5, -2.5
- CCCc1ncc(C(O)(c2ccccc2)c2ccc(C)cc2)n1C (stereo not given)
  -5.2, -6.0, -3.3, -1.7, -1.1, 0.9, 1589, 1.1, 5.4, -0.6
- Cc1cc2ccccc2nc1SCC(=O)NC1CCCC1
  -5.1, -11.5, -0.4, -0.1, 0.1, 1, 1598, 1.1, 2.4, -4.4

(more compounds)
The line under a structure holds: TNAP inh hiacc, TNAP inh no acc, PPARg SRC-1 ag, PPARg SRC-2 ag, PPARg SRC3 recr, bIAP act, SRC2 TRFRET art, TNAP act hi DEA, bIAP inhibitor, Efa HMGR inh
- CCn1c(CNc2ccc(F)cc2)nnc1SCC(=O)Nc1ccccc1OC
  1.4, -3.2, 4.9, 11.0, 1.3, 1.1, 1526, 1, -6.9, -9.3
- C/C(=N\NC(=O)CNC(=O)C(c1ccccc1)c1ccccc1)c1ccc(C(C)(C)C)cc1
  -1.2, 4.3, 9.1, 11.0, 9.3, 0.9, 1660, 1, 8.7, -5.3
- O=C(NC(NCc1ccccn1)(C(F)(F)F)C(F)(F)F)c1ccco1
  -2.8, -8.6, -1.1, 9.2, 6.2, 0.8, 1566, 1, 22.6, -8.4
- CC(=O)C1=C(O)C(=O)N(CCc2c[nH]c3ccccc23)C1c1ccc(O)cc1 (stereo not given)
  -3.7, -8.5, 3.3, 3.8, -6.8, 0.9, 1588, 1, 9.5, -3.6
- Cc1ccc(OCC(=O)NCC2CCCO2)c(C)c1 (stereo not given)
  -2.8, -4.7, -7.3, -1.8, -1.5, 0.9, 1412, 1, 6.8, 3.2
- O=C(NN=C1CCCC1)c1ccn[nH]1
  -5.4, -34.7, -3.2, -7.1, -4.8, 1.1, 1387, 1.1, -10.8, 0.2
- COc1ccc(C(=O)Cn2c(N3CCOCC3)nc3c2c(=O)n(C)c(=O)n3C)cc1
  -4.5, -10.6, ·, ·, ·, 1, ·, 1, 1.4, ·
- CC(C)(C)NS(=O)(=O)c1cc(C(=O)O)ccc1Cl
  -3.7, -18.2, 7.1, 12.4, 0.7, 1.2, 1490, 1, -16.0, 1.1
- CCOCCOC(=O)C(C)Oc1ccc(Oc2ncc(Cl)cc2Cl)cc1 (stereo not given)
  -0.1, -14.2, -0.1, 1.1, 3.5, 0.4, 1545, 1, ·, -7.9
- CCCCN(C)C(=O)c1sc2ncn(CC)c(=O)c2c1C
  -4.4, -12.8, 9.2, -1.2, 2.6, 1, 1420, 1, 2.7, -0.9

Other records
The line under a structure holds: TNAP inh hiacc, TNAP inh no acc, PPARg SRC-1 ag, PPARg SRC-2 ag, PPARg SRC3 recr, bIAP act, SRC2 TRFRET art, TNAP act hi DEA, bIAP inhibitor, Efa HMGR inh
- Nc1nc(SCC(=O)N2CCCc3ccccc32)n(-c2ccccc2)n1
  -9.7, -6.4, 3.0, 2.7, -3.0, 1, 1415, 1.1, -3.2, -9.8
- COc1ccccc1C(=O)Nc1ccc(Cc2ccncc2)cc1
  -3.4, -19.3, -4.1, 18.0, 0.3, 0.9, 1768, 1, 6.1, -0.1
- Cc1cc(-c2csc(N)n2)c(C)n1Cc1ccco1
  2.9, 0.4, -5.6, 1.2, -5.3, 1.1, 1332, 1, -8.4, -3.9
- Cc1nccn1CCC(=O)Nc1ccc(Cl)cc1
  2.3, -0.4, 4.8, 11.9, 3.0, 0.9, 1636, 1, 8.0, -3.4
- COc1ccc(N2C(=O)C3C(C2=O)C2C=CC3C23CC3)c([N+](=O)[O-])c1 (stereo not given)
  -0.4, -4.4, 6.6, -5.7, 4.7, 1, 1569, 1, -4.7, -4.7
- Cn1c(Cn2c(=O)sc3ccccc32)nnc1SCC(=O)N1CCCc2ccccc21
  0.7, -7.0, -4.0, 6.8, 5.9, 0.9, 1595, 1, 5.7, -1.2
- C=CCn1c(N)c(C(=O)NCCC2=CCCCC2)sc1=S
  2.4, -2.4, -1.9, -4.9, -9.1, 0.9, 1348, 1, 14.0, 1.8
- O=C(Cn1nnc(-c2ccccc2)n1)NCc1ccccc1
  -6.2, -12.9, 15.9, 2.7, 6.9, 0.9, 1633, 1.1, 7.8, -4.7
- O=C(Nc1ccc(Cl)c(Cl)c1)N1CCC(N2CCCCC2)CC1
  -6.5, -9.2, -3.5, 3.0, -4.6, 1.2, 1427, 1.1, -18.9, 0.3
- Cc1ccc(NC(=O)CSCc2ccc(F)cc2)cc1
  -4.1, -4.4, 7.6, -7.7, -0.8, 1.3, 1433, 1, -31.6, 2.1
- N#Cc1cc(C(=O)c2ccccc2OCC(=O)Nc2ccccc2Cl)cn(C2CCCCC2)c1=O
  11.9, 14.2, 4.5, 10.9, 1.3, 0.9, 1657, 0.9, 13.1, -4.8

One compound at a time, as listed above:
Record of O=C(Nc1ccc(Cl)c(Cl)c1)N1CCC(N2CCCCC2)CC1 : TNAP inh hiacc: -6.5; TNAP inh no acc: -9.2; PPARg SRC-1 ag: -3.5; PPARg SRC-2 ag: 3.0; PPARg SRC3 recr: -4.6; bIAP act: 1.2; SRC2 TRFRET art: 1427; TNAP act hi DEA: 1.1; bIAP inhibitor: -18.9; Efa HMGR inh: 0.3
Record of Nc1nc(SCC(=O)N2CCCc3ccccc32)n(-c2ccccc2)n1 : TNAP inh hiacc: -9.7; TNAP inh no acc: -6.4; PPARg SRC-1 ag: 3.0; PPARg SRC-2 ag: 2.7; PPARg SRC3 recr: -3.0; bIAP act: 1; SRC2 TRFRET art: 1415; TNAP act hi DEA: 1.1; bIAP inhibitor: -3.2; Efa HMGR inh: -9.8
